Compound activity as filed in PubChem BioAssay.
RNase H inhibition: RNase H inhibition, HIV 1 Gag Pol polyprotein, FRET biochemical assay, screening (AID 372). inhibition, % at 10 µM, or IC50 in µM where a hit was titrated. HIV-1 RT RNase H, FRET RNA/DNA substrate fluorescence; higher % means a stronger effect. actives 0.77% (n = 100,000); in the data active = inhibition above about 50%
An asterisk follows results filed as active.

molecule	RNase H inhibition
O=C(Nc1ccccc1)N1CCN(c2ccccc2)CC1	14.0%
Cc1ccc(OCCNC(=O)Cc2cccc3ccccc23)cc1	0.0%
Cc1cc(C)n(CNc2ccc(F)cc2)n1	7.0%
COC(=O)CN(c1cccc(Cl)c1)S(=O)(=O)c1ccc(C)cc1	6.0%
COc1cccc(C(=O)Nc2ccc3oc(-c4cccc(C)c4)nc3c2)c1	27.0%
O=C(NC(Nc1ccccc1)C(=O)c1ccccc1)c1ccco1 (stereo not given)	13.0%
COc1ccc(N2CCOCC2)cc1	1.0%
CSc1ccc(C=Nc2ccccc2C(=O)Nc2ccccc2)cc1	7.0%
O=C1C(=O)N(CCO)C(c2ccccc2F)/C1=C(\O)c1ccccc1 (stereo not given)	0.0%
CCN(Cc1ccccc1)S(=O)(=O)c1ccc([N+](=O)[O-])cc1	0.0%
Cc1occc1C(=O)O/N=C(\N)c1ccccc1	0.0%
O=C1NN(c2cccc(Br)c2)C(=O)/C1=C\c1ccc(-c2ccccc2C(=O)O)o1	2.0%
O=C(Nc1cc(Cl)c(Cl)cc1Cl)c1ccccc1Cl	6.0%
CCN(CC)CCCCOc1ccc(C(C)C)cc1	10.0%
Cc1ccc(S(=O)(=O)N(CC(=O)NCc2ccccc2C)c2cccc(Br)c2)cc1	14.0%
O=C(O)C1C2C=CC(C2)C1C(=O)Nc1ccccc1Br (stereo not given)	8.0%
CCOC(=O)C1(C(=O)OCC)C(C(C)C)C1(CC)C(=O)c1ccc(C)cc1 (stereo not given)	13.0%
COc1cccc(N2C(=O)c3ccc(C(=O)Nc4ccc(Br)cc4C(=O)O)cc3C2=O)c1	6.0%
CC(=Nc1ccc(C2CCCCC2)cc1)c1cc(Cl)ccc1O	17.0%
CCOC(=O)c1c(NC(=O)c2c(OC)cccc2OC)sc2c1CCCC2	36.0%
Cc1cc(C(=O)N/N=C/c2c(F)cccc2Cl)n[nH]1	8.0%
COc1ccc(S(=O)(=O)Nc2cc3c(C(C)=O)c(C)oc3c3ccccc23)cc1	2.0%
O=C(C(=O)c1ccc(Cc2ccc(C(=O)C(=O)c3ccccc3)cc2)cc1)c1ccccc1	20.0%
O=C(NCCO)C(=O)Nc1ccc(Cl)cc1	7.0%
CCN(Cc1ccccc1)S(=O)(=O)c1cc(Cl)ccc1Cl	7.0%
C#CCOc1ccc(/C=C2\C(=O)NC(=O)N(c3cc(C)cc(C)c3)C2=O)cc1	30.0%
Cc1ccsc1/C=C(\C#N)c1nc(-c2ccc3c(c2)OCO3)cs1	21.0%
CCOc1ccccc1NC(=O)c1c(N)sc2c1CCCCC2	23.0%
CCOc1ccc(C(=O)COC(=O)c2ccc(C)cc2)cc1	0.0%
Cc1ccc(C)c(C2=NN(c3nc(-c4ccc(S(=O)(=O)N5CCCC5)cc4)cs3)C(c3cccc([N+](=O)[O-])c3)C2)c1 (stereo not given)	2.0%
CCc1cc(=O)oc2cc(C)cc(OC(C)=O)c12	0.0%
CCOc1ccc(C2C(C(=O)OCCOc3ccccc3)=C(C)NC3=C2C(=O)CC(c2ccccc2)C3)cc1 (stereo not given)	1.0%
COc1ccc(N2C(=O)CC(SC(=NCCc3ccc(OC)c(OC)c3)Nc3ccccc3)C2=O)cc1 (stereo not given)	0.0%
Cc1ccc(-n2[nH]c(C)c(C=Nc3ccc(S(=O)(=O)Nc4ccccc4)cc3)c2=O)cc1	2.0%
Cc1cc2c(cc1C)N(Cc1ccc(Cl)cc1)C1=NCCCN12	20.0%
COc1ccc(C(=O)N2CCN(c3ccccc3OC)CC2)cc1	0.0%
O=C1/C(=C/c2ccc(F)cc2)SC(=S)N1CC1CCCO1 (stereo not given)	16.0%
CCc1ccc2oc(-c3ccc(C)c(NC(=O)c4cc(OC)cc(OC)c4)c3)nc2c1	9.0%
COC(=O)c1ccc(/C=C2\SC(=S)N(Nc3ccccc3)C2=O)cc1	14.0%
C=CCNC(=O)CN(c1ccccc1F)S(C)(=O)=O	15.0%
O=C(N/N=C/c1cccs1)c1ccc(Br)cc1	11.0%
COc1cc2c(cc1NC(=O)CN1C(=O)c3ccccc3C1=O)oc1ccccc12	6.0%
CC1(C)C(=O)NC(=O)N1CN1C(=O)NC(=O)C1(C)C	6.0%
C=CCOc1ccc2c(=O)c(-c3ccccc3OC)coc2c1	0.0%
O=C1N/C(=N\Nc2ccccc2)S/C1=C\c1ccccc1	12.0%

Rewritten with each value named: part of the list above.
O=C(NCCO)C(=O)Nc1ccc(Cl)cc1
- RNase H inhibition: 7.0%
Cc1ccsc1/C=C(\C#N)c1nc(-c2ccc3c(c2)OCO3)cs1
- RNase H inhibition: 21.0%
O=C1NN(c2cccc(Br)c2)C(=O)/C1=C\c1ccc(-c2ccccc2C(=O)O)o1
- RNase H inhibition: 2.0%

Continued:
molecule	RNase H inhibition
CCc1ccc(C2Nc3ccccc3NC3=C2C(=O)CC(c2ccccc2)C3)s1 (stereo not given)	9.0%
O=C(COC(=O)c1ccc(Cl)c([N+](=O)[O-])c1)c1ccc(Cl)cc1	2.0%
Cc1cccc(NC(=O)COc2ccc(Br)cc2)c1C	4.0%
O=C(Nc1nc2ccc3ccccc3c2s1)c1cccc(Br)c1	11.0%
CC(C)(C#N)OC(=O)Nc1ccccc1	3.0%
C/C(=N\NC(=O)c1ccoc1C)c1ccc2ccccc2c1	16.0%
CC(C)Oc1cccc(C(=O)NC(=S)Nc2cccc(C(F)(F)F)c2)c1	15.0%
Cc1ccc(S(=O)(=O)N/N=C/c2cc(Br)cc(Br)c2O)cc1	4.0%
Cc1ncc2c(c1OC(=O)c1ccc(Br)o1)C(O)OC2 (stereo not given)	1.0%
COc1ccc(-c2csc(Nc3ccc(NC(C)=O)cc3)n2)cc1OC	9.0%
CCn1c(-c2cc(OC)c(OC)c(OC)c2)n[nH]c1=S	3.0%
O=C1NC(=S)S/C1=C\c1ccc(OS(=O)(=O)c2cccc([N+](=O)[O-])c2)cc1	31.0%
O=c1c(N2CCOCC2)nsnc1N1CCOCC1	0.0%
O=S(=O)(Oc1c(Cl)cc(Cl)c2cccnc12)c1ccccc1	40.0%
CCC(C)=Nc1ccccc1C(=O)N/N=C(/C)CC	0.0%
Cc1ccc(C)c(OCC(O)CN2CCN(C)CC2)c1 (stereo not given)	8.0%
O=C(Nc1nccs1)c1cccc(N2C(=O)c3ccc([N+](=O)[O-])cc3C2=O)c1	15.0%
COc1cccc(C(=O)Nc2ccc3c(c2)OCO3)c1	5.0%
COc1cc(C(=O)Nc2ccc(S(=O)(=O)Nc3ncccn3)cc2)c(Br)c(OC)c1OC	8.0%
Cc1ccc(C2=CC(=O)N(c3cccc(Br)c3)C2=O)cc1	5.0%
O=c1oc2ccc([N+](=O)[O-])cc2nc1/C=C(\O)c1ccccc1	20.0%
COc1cc(OC)c(NC(=O)c2ccccc2O)cc1Cl	15.0%
CCC(C(=O)N(C)c1ccccc1)c1ccccc1 (stereo not given)	4.0%
CCOc1ccc(NC(=O)CCC(=O)NN=C(C)c2ccc(Br)cc2)cc1	0.0%
Cc1cc(C)cc(N2C(=O)NC(=O)/C(=C\c3ccc(OCC(=O)O)c(Cl)c3)C2=O)c1	27.0%
CCc1ccc(NC(=S)NC(=O)c2cccc(F)c2)cc1	28.0%
Cc1sc(NC(=O)c2ccc(-c3ccccc3)cc2)c(C#N)c1C	27.0%
CCCC1/C(=N/O)CC(c2ccccc2)NC1c1ccccc1 (stereo not given)	3.0%
CCOC(=O)C1(C)C=C(Nc2ccc(NC(C)=O)cc2)C(=O)N1c1ccc(NC(C)=O)cc1 (stereo not given)	0.0%
O=c1[nH]c2ccc(Nc3nc4ccccc4nc3NS(=O)(=O)c3ccc(Cl)cc3)cc2[nH]1	10.0%
CC1CC(=O)C2=C(C1)c1c(ccc3ccccc13)NC2c1ccc(Cl)cc1 (stereo not given)	22.0%
Cc1ccc(N2C(=O)/C(=C/C3CC=CCC3)SC2=S)cc1 (stereo not given)	9.0%
Cc1ccc(Nc2nc3cc(C)ccc3cc2C)c(C)c1	12.0%
COc1ccccc1OC1=NS(=O)(=O)c2cc([N+](=O)[O-])ccc21	0.0%
O=C(NCc1ccccn1)c1c(O)c2ccccc2[nH]c1=O	0.0%
OC1(C(F)(F)F)CC(c2ccc(Cl)cc2)=NO1 (stereo not given)	2.0%
CC1=C(C(=O)OCCc2ccccc2)C(c2ccc(O)cc2)C2=C(CC(C)(C)CC2=O)N1 (stereo not given)	5.0%
O=C(c1c(F)c(F)c(-n2c3ccccc3c3ccccc32)c(F)c1F)C(F)(F)F	30.0%
CCOc1ccc2oc(-c3ccccc3)c(C(=O)N(C)C)c2c1	0.0%
N#Cc1c(N)nc2c(c1-c1ccccc1)CCCC2	7.0%
O=C(O)CCCC1OC(CCCC(=O)O)OC(CCCC(=O)O)O1 (stereo not given)	7.0%
Cc1ccc(S(=O)(=O)Nc2ccc(Br)cc2)cc1C(N)=O	0.0%
Nc1ccc2oc(-c3cccc(Br)c3)nc2c1	2.0%
CCOC(=O)C1=C(C)N=c2s/c(=C/c3cc([N+](=O)[O-])ccc3OC)c(=O)n2C1c1cccs1 (stereo not given)	9.0%
Cc1onc(-c2c(F)cccc2Cl)c1C(=O)N1CCOCC1	6.0%
CN(C)c1ccc(/C=C2\N=C(c3ccc([N+](=O)[O-])cc3)OC2=O)cc1	3.0%
COc1cccc(-c2nc3ccc4ccccc4c3c3c2CCCC3)c1OC	12.0%
Cc1ccc(C(=O)N/C(=C\c2ccco2)C(=O)NC(C)(C)C)cc1	2.0%
O=C(CN1CCCCCCC1)N/N=C/c1ccccc1Cl	13.0%
CC(C)Oc1ccc(Br)cc1/C=C(\C#N)c1nn(CCO)c(N)c1C#N	37.0%
CSc1ccc(/C=c2\sc3nc4ccccc4n3c2=O)cc1	22.0%
CN(C)CCNC(=O)COc1ccc2ccccc2c1	8.0%
O=C(CSc1ccccc1C(=O)O)c1ccc(-c2ccccc2)cc1	11.0%
O=C(NCCN1CCOCC1)/C(=C/c1ccc(F)cc1)NC(=O)c1ccccc1	0.0%
O=C(Nc1ccc2c(c1)OCO2)c1ccc(Cl)cc1	0.0%
O=C(Nc1ccc([N+](=O)[O-])cc1)C1CC1c1ccccc1 (stereo not given)	17.0%
CC(C)Oc1ccccc1NC(=O)c1ccc(Cl)cc1Cl	7.0%
COc1cccc(NC(=O)CCN2C(=O)/C(=C/c3ccc(C)cc3)SC2=S)c1	48.0%
Cc1ccc(/C=C2\SC(=S)N(CCC(=O)Nc3cccc(C)c3C)C2=O)cc1	19.0%
CCOc1cc(/C=C2\SC(=S)NC2=O)ccc1OCCOc1ccc(C)cc1C	28.0%

Given as labelled records: entries from further up.
Cc1ccc(C(=O)N/C(=C\c2ccco2)C(=O)NC(C)(C)C)cc1
  RNase H inhibition: 2.0%
O=C(CN1CCCCCCC1)N/N=C/c1ccccc1Cl
  RNase H inhibition: 13.0%

Next structures follow:
molecule	RNase H inhibition
Cc1cc(N2CCCC2)nc2cc(Cl)ccc12	4.0%
CC1=C(C(=O)Nc2cccc(Cl)c2)C(c2ccc(C)cc2)NC(=O)N1 (stereo not given)	9.0%
Cc1ccc(C(NC(=O)C(C)C)c2c(O)ccc3ccccc23)cc1 (stereo not given)	13.0%
O=[N+]([O-])c1ccc(F)c(N=Cc2ccc(Cl)cc2)c1	8.0%
CCOC(=O)c1ccc2c(c1)C(=O)N(c1ccccc1C)C2=O	7.0%
COc1ccccc1NC(=O)/C=C1/c2ccccc2CC(C)(C)N1C	11.0%
CCN(C(=O)/C=C/c1ccccc1Cl)C1CCCCC1	20.0%
Cc1cc(/C=C2\SC(=O)NC2=O)c(C)n1-c1cccc([N+](=O)[O-])c1	4.0%
COc1cc(/C=C2\C(=O)N(c3nc(-c4ccc(Cl)cc4)cs3)N=C2C)cc(OC)c1OC	45.0%
COCCOC(=O)C1=C(C)NC2=C(C(=O)CC(c3ccccc3)C2)C1c1ccc(OC(C)=O)cc1 (stereo not given)	9.0%
O=C(CCCCCCCCC(=O)N/N=C/C1CC=CCC1)N/N=C/C1CC=CCC1 (stereo not given)	9.0%
COc1ccc2oc(=O)c(C(=O)Nc3ccc(C)c(Cl)c3)cc2c1	10.0%
COc1cc(/C=N/NC(=O)c2n[nH]c3c2CCC3)ccc1O	13.0%
O=C(O)c1ccc(/C=N/Nc2ccc([N+](=O)[O-])cc2)cc1	10.0%
O=C(O)c1cccc(-c2ccc(/C=N/N3C(=O)C4C5C=CC(CC5)C4C3=O)o2)c1 (stereo not given)	1.0%
O=c1/c(=C/c2ccc(-c3ccc(Cl)cc3)o2)sc2nc3ccccc3n12	33.0%
CCCOC(=O)c1ccc(NC(=O)c2cccc(OCc3ccccc3)c2)cc1	0.0%
Cc1ccc(Nc2cc(N3CCCCC3)c(N)c3c2C(=O)c2ccccc2C3=O)cc1	26.0%
CC(=O)NC(N(C)S(=O)(=O)c1ccc(C)cc1)C(Cl)(Cl)Cl (stereo not given)	4.0%
Cc1cccc(C(C)C)c1NC(=O)COc1ccc2c(C)cc(=O)oc2c1	6.0%
Oc1ccccc1-c1nc(N2CCN(c3ccccc3)CC2)c2ccccc2n1	15.0%
O=C(Nc1ccc2c(c1)OCCO2)c1cc([N+](=O)[O-])ccc1Cl	3.0%
CCc1ccccc1NC(=O)c1ccc(F)cc1	0.0%
CCOC(=O)c1c(NC(=O)CN2CCCCC2)sc2c1CC(C)(C)OC2	13.0%
O=C(Nc1ccc(-c2nc3ccccc3c(=O)o2)cc1)c1cccs1	8.0%
COc1ccc(/C=C/C(=O)N2CCc3ccccc3C2)cc1	4.0%
COc1ccc(C2/C(=C(\O)c3ccccc3)C(=O)C(=O)N2CCCC(=O)O)cc1 (stereo not given)	0.0%
Cc1c(Br)c(=O)oc2cc(O)ccc12	0.0%

Some of the compounds tested; rates above refer to the full screens.
